Hck Nef HTS – human Hck-Nef kinase inhibition. inhibition, % at 20 µM. Recombinant Hck-YEEI plus Nef, Z-Lyte FRET kinase assay. hit rate 0.68% among 220,000. P08631. AID 463187;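 active = Hck-Nef kinase inhibition above about 50%, limit read from the data; inactive = inhibition below that limit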;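 also: 0% = DMSO with Hck plus Nef and 100% = Hck alone without Nef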
EP2 mod – EP2 receptor (human) modulation; P43116; EP2-expressing cells, cAMP HTRF FRET, PGE2 co-stimulation; induction, % at 25 µM; hit rate 0.83% among 260,000; AID 940;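 active = compounds whose cAMP rise, as percent of the full-agonist control response, exceeds 60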;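 also: rat C6 glioma line stably carrying human EP2 under a CMV promoter; the protocol text gives 20 µM as final concentration; 100% = response of wells given 1 µM PGE2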
Tb hexokinase – blocks Trypanosoma brucei hexokinase 1 activity; recombinant TbHK1, G6PDH-coupled NADH A340; AID 1430; inhibition, % at 10 µM; hit rate 0.11% among 220,000;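 active = inhibition of 50% or more in the single-dose primary screen; inactive = inhibition below 50%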
Rad51 HR inh – blocks human Rad51 in homologous recombination | Q06609 | hRad51 DNA strand exchange, fluorescence dequenching | inhibition, % at 10 µM | hit rate 0.085% among 200,000;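 active = inhibition above 40% at the single screening dose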;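 also: 0% = DMSO control wells and 100% = blanks with heterologous ssDNA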
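Material: Human Rad51 nucleoprotein filaments preassembled on unlabelled ssDNA | Also added: Labelled 47-mer dsDNA for strand exchange | Dosing: Single dose, 10 µM final compound | Schedule: 30-min compound preincubation and 15-min exchange, both room temperature | Technique: Fluorescence dequenching at 485/520 nm | Measure: Percent inhibition relative to plate controls and blanks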
eIF4E-4G inh – inhibitors of eIF4E and eIF4G interaction in translation initiation | hit rate 0.37% among 220,000 | TR-FRET eIF4E-eIF4GI(517-606) binding, 2 h | inhibition, % at 21.7 µM | P63073+Q04637 | AID 782;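 active = inhibition above about 30%, limit read from the data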;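 also: 0% = full FRET control wells and 100% = background wells lacking eIF4GI fragment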
Target sequence (P63073 whole entry, looked up, the tested form may be a part): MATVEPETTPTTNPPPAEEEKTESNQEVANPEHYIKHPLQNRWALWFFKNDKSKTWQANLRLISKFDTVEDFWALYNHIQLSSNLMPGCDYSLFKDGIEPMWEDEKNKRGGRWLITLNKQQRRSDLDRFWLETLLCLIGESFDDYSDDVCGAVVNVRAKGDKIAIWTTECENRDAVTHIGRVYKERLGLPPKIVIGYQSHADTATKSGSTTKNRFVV
Target sequence (Q04637 whole entry, looked up, the tested form may be a part): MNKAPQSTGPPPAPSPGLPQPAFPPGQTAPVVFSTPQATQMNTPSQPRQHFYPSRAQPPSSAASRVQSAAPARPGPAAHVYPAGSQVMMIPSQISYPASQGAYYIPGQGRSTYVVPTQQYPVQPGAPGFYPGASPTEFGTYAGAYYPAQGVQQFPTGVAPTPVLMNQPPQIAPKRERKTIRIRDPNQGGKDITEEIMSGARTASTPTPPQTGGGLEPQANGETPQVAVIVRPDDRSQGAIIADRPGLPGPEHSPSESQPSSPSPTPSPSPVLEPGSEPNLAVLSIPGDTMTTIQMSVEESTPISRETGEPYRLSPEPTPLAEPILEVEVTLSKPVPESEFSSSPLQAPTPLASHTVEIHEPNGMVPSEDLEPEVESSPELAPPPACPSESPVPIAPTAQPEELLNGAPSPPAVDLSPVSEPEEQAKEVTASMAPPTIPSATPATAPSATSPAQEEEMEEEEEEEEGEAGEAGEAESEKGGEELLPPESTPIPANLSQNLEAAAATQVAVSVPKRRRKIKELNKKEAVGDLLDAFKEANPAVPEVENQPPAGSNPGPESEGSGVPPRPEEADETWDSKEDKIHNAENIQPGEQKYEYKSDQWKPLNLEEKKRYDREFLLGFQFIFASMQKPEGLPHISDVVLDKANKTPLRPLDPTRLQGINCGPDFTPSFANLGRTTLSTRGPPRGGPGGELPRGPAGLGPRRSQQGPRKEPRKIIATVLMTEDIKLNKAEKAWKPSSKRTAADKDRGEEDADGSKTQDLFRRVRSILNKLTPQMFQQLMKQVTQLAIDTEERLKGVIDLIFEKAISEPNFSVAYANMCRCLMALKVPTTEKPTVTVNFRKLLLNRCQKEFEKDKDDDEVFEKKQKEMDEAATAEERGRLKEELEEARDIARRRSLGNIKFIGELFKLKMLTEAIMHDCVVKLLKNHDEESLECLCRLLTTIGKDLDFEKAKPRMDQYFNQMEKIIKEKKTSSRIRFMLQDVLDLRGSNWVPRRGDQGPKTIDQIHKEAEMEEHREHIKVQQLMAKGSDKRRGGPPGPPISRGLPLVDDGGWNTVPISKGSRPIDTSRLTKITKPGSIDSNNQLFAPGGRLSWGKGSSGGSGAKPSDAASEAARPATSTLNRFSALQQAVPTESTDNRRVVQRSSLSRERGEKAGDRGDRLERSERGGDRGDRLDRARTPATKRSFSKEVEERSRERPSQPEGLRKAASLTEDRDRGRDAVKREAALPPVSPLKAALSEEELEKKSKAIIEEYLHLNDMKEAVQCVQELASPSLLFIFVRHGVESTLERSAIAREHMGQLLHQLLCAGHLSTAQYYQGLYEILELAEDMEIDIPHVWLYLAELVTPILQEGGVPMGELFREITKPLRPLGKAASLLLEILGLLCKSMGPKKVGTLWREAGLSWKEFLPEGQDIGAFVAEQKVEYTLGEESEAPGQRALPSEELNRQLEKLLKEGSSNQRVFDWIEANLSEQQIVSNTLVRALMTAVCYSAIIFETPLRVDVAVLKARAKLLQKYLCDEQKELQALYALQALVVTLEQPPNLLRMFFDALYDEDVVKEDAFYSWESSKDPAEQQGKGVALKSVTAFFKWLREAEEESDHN
zVAD death inh – L929 zVAD cell death inhibition. L929 zVAD necroptosis rescue, ATP luminescence, 24 h; with zVAD 60 µM. viability rescue, % at 10 µM. hit rate 0.38% among 220,000;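 active = activation, scaled between plate controls, above about 75%, limit read from the data; inactive = activation under that limit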;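 also: 0% = zVAD with DMSO and 100% = DMSO alone without zVAD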
m-calpain inh – inhibitors of pig calpain II; purified calpain II, fluorogenic peptide substrate, 30 min; inhibition, % at 16 µM; hit rate 0.37% among 220,000; AID 1236;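 active = inhibition above about 50%, limit read from the data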
PGE2 EP2 inh – EP2 receptor (human) inhibition; P43116; C6 glioma cells expressing human EP2, cAMP TR-FRET; cells stimulated with saturating PGE2; inhibition, % at 25 µM; hit rate 0.52% among 260,000; AID 1422;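 active = percent inhibition above 40 after rounding to a whole number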;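 also: rat C6 glioma host cells with rolipram phosphodiesterase inhibitor present; the protocol text gives 20 µM as final concentration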
14-3-3 Bad inh – disrupts binding of bovine 14-3-3 zeta to phospho-Bad peptide; TR-FRET 14-3-3zeta/Dy647-pBad peptide displacement, 1 h; inhibition, % at 21.7 µM; hit rate 0.71% among 220,000; AID 781;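 active = inhibition above about 70%, limit read from the data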;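 also: 0% = full 14-3-3 plus peptide FRET controls and 100% = background without 14-3-3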
* = called active by the depositor; i = inactive; / = not tested or not shown; [ ] = dose if it differs, or a comment. Only part of the results is shown; the hit share may differ from the screen's.

The line under a structure holds: Hck Nef HTS, EP2 mod, Tb hexokinase, Rad51 HR inh, eIF4E-4G inh, zVAD death inh, m-calpain inh, PGE2 EP2 inh, 14-3-3 Bad inh
1	CCc1nnc(NC(=O)CSc2nnc(C3CCCCC3)n2-c2ccccc2)s1
    -0.8, 10.4, -0.7, -1.0, -3.0[fluorescence artefact?], 0.2, -5.0, 8.8, 5.4[fluorescence artefact?]
2	CC(=O)NNC(=S)Nc1cc(S(=O)(=O)N(C)C)ccc1C
    4.0, 2.1, 0.3, 10.9, 9.9, 1.1, 5.7, 8.9, 1.6
3	C/C(CC(=O)NC(C)c1ccccc1)=N\NC(N)=S (stereo not given)
    10.0, -21.3, 6.4, 21.4, -4.2, 0.1, -0.6, 9.3, -3.7
4	COc1cc2c3c(c1OC)C1(C=CC(=NNC(N)=O)C=C1)CC3N(C(C)=O)CC2 (stereo not given)
    2.9, 18.1, 24.6, 1.2, 10.0[fluorescence artefact?], 0.6, 6.9, 7.3, -10.7[fluorescence artefact?]
5	Cc1ccc(-n2c(SCC(=O)Nc3ccc4c(c3)OCCO4)nnc2-c2ccco2)cc1
    0.9, 36.3, 5.3, 0.1, 3.8[fluorescence artefact?], 0.2, -8.5, 8.7, 3.5
6	CC(=O)c1sc2nc(-c3ccco3)ccc2c1N
    -7.0, -16.9, -46.7, 2.9, 13.6, 5.4, -34.4, 8.3, 44.1
7	COc1ccc(C(=O)NC(=S)NCc2ccccc2)cc1OC
    18.7, -45.6, 2.4, 8.8, -1.5, 0.6, -1.4, 4.3, -4.8
8	O=C(c1ccco1)N1CCN(C(=O)c2cc3cc([N+](=O)[O-])ccc3oc2=O)CC1
    19.1, -7.3, -8.0, 4.4, 1.5, 0.6, 18.9, 3.3, -5.6
9	Cc1ccc(-c2cc(C(=O)NCc3ccco3)c3ccccc3n2)s1
    -0.1, 11.9, -6.8, -5.5, 7.5, -0.1, i, 3.4, 13.1
10	CC12CC(NC(=O)N1c1cccc(C(=O)NCc3ccccc3)c1)c1ccccc1O2 (stereo not given)
    -1.2, 15.2, 3.1, /, 4.2, -0.3, 2.5, /, -3.4
11	CS(=O)(=O)N(Cc1ccc(F)cc1)Cc1nc2ccccc2c(=O)[nH]1
    -0.3, -0.5, -6.0, -11.1, 6.2, 0.1, -22.0, 12.6, -1.2
12	O=C(O)CC1(CC(=O)Nc2ccc3ccccc3c2)CCCCC1
    1.7, 35.5, -1.2, -0.6, 11.2, 0.9, -38.8, 17.6, -5.5
13	CC1=CCn2c(=O)c3ccccc3c(=O)n2C1
    -14.4, 20.8, -5.4, /, -6.1, 0.5, -7.3, 9.9, 2.7
14	CCN(CC)CCNC(=O)C1c2cc(OC)c(OC)cc2C(=O)N(C)C1c1cccs1 (stereo not given)
    20.9, -7.9, 6.6, 10.4, 0.5, 2.4, -40.0, 1.6, -22.7
15	O=C(NNC(=O)c1ccc(Br)o1)c1ccc(NC(=O)c2ccccc2)cc1
    -1.4, 8.1, -3.2, -8.5, 3.5, 1.4, -1.3, 4.6, 4.8
16	COCCn1c(SC2CCCCC2=O)nnc1-c1ccncc1 (stereo not given)
    4.1, 2.7, -1.3, 2.4, -2.5, 0.1, 7.0, 8.6, -12.6
17	Cc1cccnc1NC(=S)Nc1ccc(Cl)c(Cl)c1
    21.4, -27.9, -7.2, 9.0, -4.0, -0.2, -21.0, 5.4, -5.7
18	COc1cccc(/C=N/NC(=O)c2ccccc2NC(=O)c2ccco2)c1OC
    18.0, -42.1, -18.5, /, -0.6, 0.8, 6.4, 3.6, 3.4
19	O=C(NC(=S)Nc1ccccc1)c1csnn1
    0.3, -8.6, 4.0, 0.4, 4.0, -0.3, 14.6, 10.3, 5.4
20	O=C(c1ccc2c3n(nc2c1)-c1ccc(Cl)cc1CO3)N1CCOCC1
    29.5, -1.9, -20.3, 0.1, 1.1, -0.2, -26.4, 2.6, -1.9

Pulled by structure from the list above:
The line under a structure holds: Hck Nef HTS, EP2 mod, Tb hexokinase, Rad51 HR inh, eIF4E-4G inh, zVAD death inh, m-calpain inh, PGE2 EP2 inh, 14-3-3 Bad inh
20	O=C(c1ccc2c3n(nc2c1)-c1ccc(Cl)cc1CO3)N1CCOCC1
    29.5, -1.9, -20.3, 0.1, 1.1, -0.2, -26.4, 2.6, -1.9
4	COc1cc2c3c(c1OC)C1(C=CC(=NNC(N)=O)C=C1)CC3N(C(C)=O)CC2 (stereo not given)
    2.9, 18.1, 24.6, 1.2, 10.0[fluorescence artefact?], 0.6, 6.9, 7.3, -10.7[fluorescence artefact?]
16	COCCn1c(SC2CCCCC2=O)nnc1-c1ccncc1 (stereo not given)
    4.1, 2.7, -1.3, 2.4, -2.5, 0.1, 7.0, 8.6, -12.6
5	Cc1ccc(-n2c(SCC(=O)Nc3ccc4c(c3)OCCO4)nnc2-c2ccco2)cc1
    0.9, 36.3, 5.3, 0.1, 3.8[fluorescence artefact?], 0.2, -8.5, 8.7, 3.5

Additional structures
The line under a structure holds: Hck Nef HTS, EP2 mod, Tb hexokinase, Rad51 HR inh, eIF4E-4G inh, zVAD death inh, m-calpain inh, PGE2 EP2 inh, 14-3-3 Bad inh
21	O=C(Nc1ccccc1)/C(=C\c1ccccc1)NC(=O)c1ccco1
    1.3, -16.6, -14.3, -22.4, -2.1, 0.3, 7.7, 5.1, -3.7
22	CC1(C)CC(=O)C(C=NCCN2CCN(C3CC(=O)N(c4ccc(Br)cc4)C3=O)CC2)=C(O)C1 (stereo not given)
    2.4, -0.9, -0.6, -25.7, 4.4, 2.2, 26.9, 3.3, -0.5
23	CC(=O)c1sc(NC(=O)c2ccc(C(C)(C)C)cc2)nc1C
    25.9, -10.1, -19.3, 9.2, -1.5, 75.5*, -19.8, 6.4, -12.3
24	N#C/C(C(N)=O)=C1/CCc2ccccc2N1
    23.4, -31.6, -48.7, 6.1, -1.6, 67.3, -13.2, /, -10.2
25	COc1ccc(NC(=O)Cc2c(F)cccc2Cl)cc1
    17.1, -4.7, -0.8, 7.5, -1.1, 1.3, 2.4, 5.6, -7.7
26	Cc1ccc(/C=C(\C#N)c2nc3ccccc3[nH]2)s1
    1.3, -36.4, -26.0, -2.0, 3.5[fluorescence artefact?], 0.0, -7.3, 29.1, -7.9[fluorescence artefact?]
27	CC(C)(C)NCC(O)COc1ccccc1C(=O)CCc1ccccc1 (stereo not given)
    1.0, -5.0, 7.0, -4.3, -1.2, 0.3, 23.6, 3.2, -3.8
28	CC1(C)Cc2ccccc2C(Nn2cnnc2)=N1
    2.0, -5.6, 9.1, -2.7, -1.8, -0.1, 32.5, 13.5, 2.0
29	CSc1ccc(-c2cccc([N+](=O)[O-])c2)nn1
    7.8, -20.3, -10.9, 7.5, -1.6, -0.4, -22.2, 4.0, -15.2
30	O=C(O)c1cccc(CSc2nnc(COc3ccccc3)o2)c1
    8.0, 13.5, 11.6, -10.1, -5.7[fluorescence artefact?], 0.0, 18.2, 6.9, 10.0
31	COc1ccc(-c2noc(CN(C)S(=O)(=O)c3ccccc3)n2)cc1OC
    -0.4, /, 4.1, -2.2, /, 0.1, /, 10.1, /
32	COc1ccccc1-c1ccc(=O)n(CC(=O)Nc2ccc(C(=O)N3CCCC3)cc2)n1
    0.5, 14.9, -1.6, -5.1, 4.9, -0.1, 14.4, 8.2, -7.1
33	O=C(OCc1ccc(Cl)cc1)c1ccccc1C(=O)c1ccccc1
    -0.3, 70.1*, 7.5, 3.3, 4.3, -0.3, 15.0, 2.5, -1.9
34	O=C(Nc1nc2n(n1)C(c1ccc(Cl)cc1)CC(c1ccc(Cl)cc1)N2)c1ccco1 (stereo not given)
    12.4, 4.9, 4.8, -1.3, -2.1, 0.0, -156.5, 4.0, 1.1
35	COC(=O)c1ccc(/C=N/NC(=O)CC(=O)NC(C)C)cc1
    1.6, -7.9, -3.1, -6.3, -2.5, 0.1, -16.6, -5.9, 0.2[fluorescence artefact?]
36	COc1cccc(CNS(=O)(=O)c2cccc(S(=O)(=O)N3CCOCC3)c2)c1
    2.8, -16.2, -2.7, 1.9, -2.3, -0.5, -47.0, -2.1, -2.0
37	Cc1cc(=O)[nH]c(SCC(=O)Nc2cc(S(=O)(=O)N(C)C)ccc2Cl)n1
    4.3, 29.1, 0.3, 2.1, 2.3, 2.2, 5.7, 4.1, -11.2
38	Cc1ccc(-c2nnc(NCc3nc4ccccc4[nH]3)c3ccccc23)cc1S(=O)(=O)N1CCOCC1
    22.0, -0.3, -12.1, 8.9, -11.0, -0.2, -79.8, 5.2, -6.0
39	COCCn1cnc2cc(C)c(C)cc21
    0.0, 24.8, -8.1, /, -2.4, 2.1, -12.4, /, 2.0
40	O=C(N[C@@H](Cc1ccccc1)C(=O)O)c1c(F)c(F)c(F)c(F)c1F
    -3.4, -1.0, -2.0, -0.2, -0.2, -0.4, -7.5, 6.2, 9.1

Next compounds
The line under a structure holds: Hck Nef HTS, EP2 mod, Tb hexokinase, Rad51 HR inh, eIF4E-4G inh, zVAD death inh, m-calpain inh, PGE2 EP2 inh, 14-3-3 Bad inh
41	CCOC(=O)C1=C(C)N(C)C(C)=C(C(=O)OCC)C1c1ccsc1
    2.4, 72.0*, -8.4, 3.1, -3.0, 0.1, -2.3, 8.8, -10.9
42	Fc1cccc(CSc2ccc3nnc(-c4cccnc4)n3n2)c1
    21.5, -46.6, -4.1, -8.0, -3.7, -0.6, -22.9, 6.7, -6.1
43	Cc1ccc(C(=O)c2ccccc2C(=O)OCC(=O)NC(=O)NC(C)(C)C)cc1
    16.5, 0.5, 1.5, 10.8, 5.3, 6.9, 19.8, 9.0, 5.4
44	Fc1ccc(CNc2nc(-c3ccco3)cc(C(F)(F)F)n2)cc1
    5.1, 36.1, 3.5, -5.3, -2.2, 1.9, -21.5, 3.2, -0.2
45	CCOC(=O)c1ccc(N2C(=O)C(O)=C(C(C)=O)C2c2ccccc2)cc1 (stereo not given)
    4.0, 21.6, -25.8, 18.1, 1.6, 2.6, -40.1, 22.0, 52.5[fluorescence artefact?]
46	CCOC(=O)C1CCN(c2ccc([N+](=O)[O-])cc2)CC1
    22.7, -9.2, -2.9, -1.9, -2.2, 0.2, 29.2, 3.7, -4.4
47	Cc1cc(OCCn2cnc3ccccc3c2=O)ccc1[N+](=O)[O-]
    4.1, -4.8, 1.1, /, -0.3[fluorescence artefact?], 0.2, -6.3, 9.8, 1.9
48	COC(=O)c1ccc(NC(=O)Cn2nc(-c3ccncc3)nc2SCC(=O)Nc2nccs2)cc1
    1.1, -5.5, -5.4, -3.0, 1.4, 0.2, -33.0, 6.0, 21.3
49	COCCn1c(=S)[nH]c2cc(C(=O)NCCCN3CCOCC3)ccc2c1=O
    -4.1, 7.8, -8.3, -4.1, 5.0, 0.0, 17.6, 4.9, 0.9
50	CCOC(=O)c1sc(=NC(=O)C2CC2)n(C)c1C
    12.0, 10.5, -5.7, 4.0, 2.8, 1.1, -7.2, 2.5, -4.3
51	C=CCN=C(CC)C1=C(O)CCCC1=O
    1.3, 17.0, -1.1, -7.2, 3.9, 0.0, -22.1, 6.0, 2.2[fluorescence artefact?]
52	COc1cccc(N2CCN(Cc3nc4ccccc4c(=O)[nH]3)CC2)c1
    1.8, 12.2, -1.9, -8.4, 1.1, -0.2, -2.0, 6.8, 4.5

Screening results: PubChem, several laboratories
